Screening results from PubChem BioAssay.
hcGAS inh: blocks human cGAS activity. inhibition, % at 12.5 µM. recombinant h-cGAS, ATP depletion, Kinase-Glo luminescence. actives 0.081% (n = 290,000);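 further: 0% = vehicle reaction and 100% = reaction without DNA for no activity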
Target sequence (Q8N884 whole entry, looked up): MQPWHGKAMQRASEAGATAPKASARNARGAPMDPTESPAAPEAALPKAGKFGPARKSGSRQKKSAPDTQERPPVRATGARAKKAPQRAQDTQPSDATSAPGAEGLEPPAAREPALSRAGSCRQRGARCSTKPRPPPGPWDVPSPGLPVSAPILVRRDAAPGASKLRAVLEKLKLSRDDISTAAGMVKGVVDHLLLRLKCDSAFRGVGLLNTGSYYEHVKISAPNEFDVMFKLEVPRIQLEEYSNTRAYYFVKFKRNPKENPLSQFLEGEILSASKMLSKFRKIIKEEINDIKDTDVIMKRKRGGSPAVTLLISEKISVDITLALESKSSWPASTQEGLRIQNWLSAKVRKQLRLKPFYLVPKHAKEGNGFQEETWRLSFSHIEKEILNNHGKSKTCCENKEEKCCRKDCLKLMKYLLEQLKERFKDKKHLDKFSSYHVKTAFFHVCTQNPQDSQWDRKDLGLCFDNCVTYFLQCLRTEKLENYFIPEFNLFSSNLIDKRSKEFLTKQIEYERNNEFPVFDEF
mcGAS inh: inhibitors of mouse cGAS; recombinant cGAS, Kinase-Glo ATP depletion luminescence; inhibition, % at 12.5 µM; actives 0.15% (n = 160,000); AID 1259399;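 further: 0% = negative control wells and 100% = reference inhibitor with no enzyme activity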
NPYLR7 agonist: mosquito NPYLR7 agonism | HEK293T NPYLR7/Galpha15, GCaMP6s calcium fluorescence | activation, % at 10 µM | actives 0.15% (n = 270,000) | AID 1259423; in the data active means activation above about 40%;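 further: 0% = vehicle and 100% = reference agonist at the receptor; some compounds past the cut are filed as inactive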
Active calls of the source: *; . = no result given; & = joins results of further samples. Unless noted, no stated cut-off is given here; in the data, active means inhibition above about 40%; inactive means the rest.

SMILES	hcGAS inh	mcGAS inh	NPYLR7 agonist
Cc1cccc(-c2n[nH]c(=S)n2CC(=O)NC(C)c2ccccc2Br)c1 (stereo not given)	0	-8	2
O=C(NCc1ccncc1)c1cnn(-c2ccc(Cl)cc2)c1C(F)(F)F	-3	-3	1
O=C1c2cccc([N+](=O)[O-])c2C(=O)N1CN(C(=O)C(F)(F)F)c1ccc(Cl)c(Cl)c1	2	-2	0
CCSc1nnc(SCC(=O)Nc2ccc([N+](=O)[O-])cc2)s1	-2	.	-1
CCN(CC)CCCC(C)NC(=O)c1ccc(CSc2nc(Cl)cc(N(CC)CC)n2)cc1 (stereo not given)	-7	-6	-5
NC(=O)c1cc(NC(=O)c2ccc(Cl)nc2)cc(C(N)=O)c1	5	.	-5
Cc1ccc2oc(C(=O)NCC3(N4CCOCC4)CCSC3)cc2c1 (stereo not given)	-4	.	6
CC(C)(C)OC(=O)N1C2CCC1CN(C(=O)c1ccsc1)CC2 (stereo not given)	0	.	3
CC(C)n1cc(C(=O)N2CCN(CC(=O)N3CCCC3)CC2)c2nn(-c3ccccc3)c(=O)c-2c1	0	-7	-6
CCC(O)(CC)C(=O)NN1CCCCC1	15	5	.
CC(=O)Nc1ccc(S(=O)(=O)Nc2ccc(Nc3ccc(-n4cccn4)nn3)cc2)cc1	-5	-9	0
Cc1cc(C)c(-c2ccc(=O)n(Cc3ccccc3)n2)cc1C	-3	.	12
CC1CCN(c2ccc(NC(=O)Nc3c(C(C)C)cccc3C(C)C)cc2C(=O)NC(C)c2ccccc2)CC1 (stereo not given)	-3	-4	16
CC(C)C(=O)NNS(=O)(=O)c1ccc(Cl)cc1	-4	.	0
CCSc1nnc(N=Cc2nc(-c3cccc4ccccc34)oc2O)s1	-7	-5	8
O=C1CSC(c2cccnc2)N1C1CCCCC1 (stereo not given)	-10	.	-5
O=C(CN1CN(c2ccccc2)C2(CCN(C(=O)C3C[C@H]3c3ccccc3)CC2)C1=O)Nc1cccc(Cl)c1 (stereo not given in full)	-5	-5	.
COc1cc2ncn(CC(O)c3ccccc3)c(=O)c2cc1OC (stereo not given)	0	.	2
CCOc1ccccc1CN1CCN(Cc2cnc(-c3ccccc3C)nc2)CC1CCO (stereo not given)	1	-5	4
CCNC(=S)Nc1ccc2cn[nH]c2c1	-4	.	-3
CCOC(=O)c1sc(NC(=O)c2cccnc2)c(C(=O)OCC)c1C	-4	-9	-2
NNC(=O)CN1C(=O)C2(OCCCO2)c2cc(Br)ccc21	-1	-5	4
O=C(CN1C(=O)c2ccccc2CS1(=O)=O)Nc1ccccc1F	4	.	-20
CC(=O)N1CCc2cc(NC(C(=O)N3CCCC3)c3ccccc3)ccc21 (stereo not given)	-6	.	1
O=C(NCCn1nc(-c2ccc(Cl)cc2)ccc1=O)C1c2ccccc2Oc2ccccc21	-7	-10	-3
CC(C)(C)C(=O)NS(=O)(=O)c1ccsc1	8	.	-6
CN(Cc1cn[nH]c1-c1ccc(F)cc1)C(=O)c1cccc(N)c1	-5	-11	3
CCN1C(=O)SC(N(CC(N)=O)c2ccc(C)cc2)C1=O (stereo not given)	-5	-6	0
O=C(c1ccccc1F)N(Cc1ccc(C(F)(F)F)cc1)CC1CC(c2ccc(Cl)c(Cl)c2)=NO1 (stereo not given)	-4	-10	-4
CC1CC(=O)NN=C1c1cc(-n2ccnc2)cs1 (stereo not given)	-6	.	-11
Cn1c(=O)c2c(nc(CN3CCCCC3)n2Cc2c(F)cccc2Cl)n(C)c1=O	0	.	9
Cc1nc(COC(=O)C2CSCN2C(=O)OC(C)(C)C)no1 (stereo not given)	5	.	-18
CCc1c(C(=O)NCc2cccnc2)cnn1-c1ccccc1	-5	-4	11
Cc1ccc(CN2CCC(C(=O)Nc3cccc(-c4ccn[nH]4)c3)CC2)o1	-4	.	7
CCOC(=O)Cn1c(C2CC(=O)N(c3ccc(OC)cc3)C2)nc2ccccc21 (stereo not given)	-7	-4	4
O=S(=O)(Nc1ccc(N2CCOCC2)cc1)c1cc(Cl)ccc1Cl	-2	.	8
c1ccc(Nc2c(-c3ccco3)nc3ccccn23)cc1	7	.	3
Cc1onc(-c2c(Cl)cccc2Cl)c1C(=O)NC1=NCCS1	-2	-5	-1
Cc1ccc(F)cc1-n1c(CCN)n[nH]c1=O	0	-13	3
Cc1cc(C)c(S(=O)(=O)N(CCCN2CCOCC2)CC(=O)N(Cc2ccc3c(c2)OCO3)Cc2ccco2)c(C)c1	-3	-4	-2
Cc1ccccc1OC1CN(C(=O)CCC2=NNC(=O)CC2)C1	-3	.	-2
CC1CCCN(S(=O)(=O)c2ccc(NC3CC(C)(C)NC(C)(C)C3)c([N+](=O)[O-])c2)C1 (stereo not given)	-7	.	3
COCCNC(=O)CN1CN(c2ccccc2)C2(CCN(C(=O)C(c3ccccc3)c3ccccc3)CC2)C1=O	-10	-10	.
CC1=C(C(=O)OC(C)C)C(c2cccc(Br)c2)C2=C(CC(c3ccc(Cl)cc3)CC2=O)N1 (stereo not given)	-4	-6	0
CCOC(=O)CNC(=O)COc1coc(CN2CCc3ccccc32)cc1=O	-8	-8	2
Cc1ccc(C)c(NC(=O)c2csc3c2CCCC3)c1	-4	-8	0
COc1ccccc1-n1c(=O)c2ccc(Cl)cc2n(C(C)C(=O)NCc2cccnc2)c1=O (stereo not given)	-6	-3	-3
CSCC(=O)N1CCc2ccc(NC(=O)c3ccccc3Cl)cc2C1	-3	.	7
O=C(Cn1cnc2c(nnn2-c2ccc(OC(F)(F)F)cc2)c1=O)N1CCN(c2ccccc2)CC1	-4	-8	3
CN(CC1CCC1)C1CCS(=O)(=O)CC1	-6	.	-3
More records follow:
SMILES	hcGAS inh	mcGAS inh	NPYLR7 agonist
CC(O)C(=O)NCc1ccc2[nH]c3c(c2c1)CCCCCC3 (stereo not given)	-4	-13	.
COc1cccc(NC(=O)CCC2CCN(C(=O)[C@H]3C[C@@H]4C=C[C@H]3C4)CC2)c1	-5&-5	.	1
COc1cc2c(cc1OC)C(C(=O)c1ccc(OC)c(OC)c1O)=NCC2	1	-6	1
COCCNC(=O)c1ccc(CSc2nc(COC)cc(N3CCN(c4cccc(C(F)(F)F)c4)CC3)n2)cc1	-3	-4	3
CCOc1ccc2c(c1)CN(C(=O)NCc1ccccn1)CC2	-3	.	-2
CCOc1ccc(C(=O)Nc2ccc(Br)cn2)cc1[N+](=O)[O-]	-2	-3	-1
CCOC(=O)C1(CCOc2ccccc2)CCN(C2CCN(c3ccccc3)CC2)CC1	-10	-10	11
CC1(COc2ccc3c(c2)ncn3-c2ccc3cccc(N4CCC(N)CC4)c3n2)COC1	-8	-15	-2
COc1cccc(-c2cc(C(=O)N3CCN(c4ccccc4F)CC3)nc3cc(C(C)(C)C)nn23)c1	-2	-3	4
CC1(C)OC2OC(C(=O)Oc3ccc(Br)cc3)C3OC(C)(C)OC3C2O1 (stereo not given)	-4	.	-4
CN(C)P(=NC(=S)Nc1ccc(SC(F)F)cc1)(c1ccncc1)N(C)C	0	.	10
CCc1cccc(C)c1NC(=O)c1cccc(C)n1	-8	.	2
CC1=C(Sc2nc3ccc(Cl)cc3[nH]2)C(=O)NC2C=CC=CC12 (stereo not given)	0	.	0
COC(=O)c1cnn(-c2cc(OC)ncn2)c1N	-1	.	2
Cc1ccnc(N2CCC(C3CCCN3)CC2)n1 (stereo not given)	-8	-4	4
COc1ccc(-n2nc3c(c2NC(=O)c2ccc(N4C(=O)CCC4=O)cc2)CSC3)cc1	-2	-10	-3
CCC(=O)OC1CC2CN(C(=O)c3ccccc3)CC(C1)C21SCCS1 (stereo not given)	-4	.	2
O=c1[nH]c(SCc2ccccn2)nc2c1cnn2Cc1ccccc1	-3	.	0
CC(C)Nc1ncccc1C(=O)NCc1ccco1	-4	-4	1
O=C(CCc1cn(S(=O)(=O)c2cccs2)c2ccccc12)N1CCC(CNC(=O)C(F)(F)F)CC1	-4	-4	-7

Pulled by structure from above, 7 records:
SMILES	hcGAS inh	mcGAS inh	NPYLR7 agonist
O=C(CCc1cn(S(=O)(=O)c2cccs2)c2ccccc12)N1CCC(CNC(=O)C(F)(F)F)CC1	-4	-4	-7
CC1=C(Sc2nc3ccc(Cl)cc3[nH]2)C(=O)NC2C=CC=CC12 (stereo not given)	0	.	0
CCC(=O)OC1CC2CN(C(=O)c3ccccc3)CC(C1)C21SCCS1 (stereo not given)	-4	.	2
COc1ccc(-n2nc3c(c2NC(=O)c2ccc(N4C(=O)CCC4=O)cc2)CSC3)cc1	-2	-10	-3
CC(C)Nc1ncccc1C(=O)NCc1ccco1	-4	-4	1
CCc1cccc(C)c1NC(=O)c1cccc(C)n1	-8	.	2
O=c1[nH]c(SCc2ccccn2)nc2c1cnn2Cc1ccccc1	-3	.	0

(listing goes on)
SMILES	hcGAS inh	mcGAS inh	NPYLR7 agonist
CCc1c(C)nn(Cc2nc(CC3CCN(C)CC3)no2)c1C	-8	.	1
C#CCN1CCC[C@H]1C(=O)Nc1ccc2nc(-c3ccccn3)[nH]c2c1	-9	.	2
Cc1nc(-c2ccc(CSc3ncn[nH]3)o2)n(-c2ccc(F)cc2)n1	-8	.	4
COc1ccc(CN(Cc2ccco2)C(=O)c2c(OC)cccc2OC)cc1OS(=O)(=O)c1ccc(F)cc1	-5	-4	.
CC(C)CCN1CCN(Cc2ccc(C(F)(F)F)cc2)CC1CCO (stereo not given)	-5	-9	10
COc1ccc2c(c1OC)C(=O)OC2CC(=O)c1ccc(F)cc1 (stereo not given)	-8	4	-1
COc1ccc(OC)c(-c2ccc(NC(=O)CN)c(F)c2)c1	-1	-17	-2
O=S1(=O)CC2N=C(Nc3ccc(F)c(F)c3)SC2C1 (stereo not given)	0	.	0
Cc1cc(OC(=O)c2cc(Cl)ccc2Cl)c([N+](=O)[O-])c(=O)[nH]1	-4	.	-3
CC(c1nc2ccccc2s1)N(C)C(=O)NCC1CCOC1 (stereo not given)	1	.	1
COCC(=O)N1CCC(C(NC(=O)c2ccc(F)cc2)C(=O)NC2CC2)CC1 (stereo not given)	3	-1	-6
CCOc1ccc2ccccc2c1C(=O)Nc1nn(C)c2c1CC(C)C(=O)N2 (stereo not given)	1	-8	-20
CCOc1nn(CC)cc1-c1nnc(SCC(=O)NC)n1CC	-1	-7	0
O=C(CSc1nnc(-c2ccco2)n1-c1ccccc1)N1CCCC1	-3	.	2
CCC(=O)NCCc1nc2ccccc2n1C(C)C	-1	-7	8
O=C(c1cccs1)N1CCC2(CC1)NC(Cc1ccccc1)C(=O)N2CCc1ccccn1 (stereo not given)	-3	.	3
CN(C)c1ccc(NC(=O)C2CCCC2)cc1CN(CC1CCCO1)C(=O)Cc1cccs1 (stereo not given)	-2	-4	-5
c1ccc2c(c1)nc1c2ccc2[nH]onc21	3	.	-7
Cc1cccc(CC(=O)Nc2cc(C)nn2-c2nc(-c3cccs3)cs2)c1	2	-2	-6
CCn1ncnc1C(C)Nc1nc(-c2cccnc2)nc2c1CCNC2 (stereo not given)	-11	.	3
CC(CNC(=O)c1cc(Cl)c(Cl)n1C)N1CCOCC1 (stereo not given)	-16	.	2
Cc1ccc(OS(=O)(=O)c2cccc(C(F)(F)F)c2)c(-c2nc3ncccc3o2)c1	-3	-8	21
Cc1ccc(C2C(C(=O)c3cccs3)=C(O)C(=O)N2CCCN(C)C)o1 (stereo not given)	-10&-5	.	14&5
S=c1[nH]cnc2scc(-c3ccc(Cl)cc3)c12	1	1	-1
CC1(C)C[C@H]2C[C@@H](O)[C@H](NC(=O)Cc3ccc(F)cc3)[C@]2(O)CO1	1	-8	0
Cc1cc(C)c2sc(N(CCCN3CCOCC3)C(=O)c3nc4ccccc4s3)nc2c1	-6	-9	-2
Cn1c(C(C#N)=Cc2ccc3c(c2)OCO3)nc2ccccc21	-7	-8	2
O=C(c1cccc(Cl)c1)N(CC(=O)N1CCc2sccc2C1COc1cccc(F)c1)Cc1ccco1 (stereo not given)	-9	-8	-3
COCCN1CCC2(CC1)CN(C1CCOCC1)Cc1ccccc1O2	-6	-5	.
O=C(NCc1n[nH]c(=S)n1-c1cccc(Cl)c1)c1ccccc1C(F)(F)F	-1	-3	-3
CCc1cc(=O)[nH]c(-n2nc(C)cc2NC(=O)c2ccc(S(=O)(=O)N(CC)CC)cc2)n1	-12	-7	6
COc1ccc(F)cc1C(=O)C1CCCN(Cc2cn(C)nc2-c2ccccc2)C1 (stereo not given)	-4	-15	7
Cc1cccc(-n2nnc3c(=O)n(Cc4cccnc4)cnc32)c1	-6	-8	-7
CC(=O)N(c1nc(COC(=O)c2ccco2)cs1)c1ccccc1F	-8	-9	.
CCCn1c(=O)c2c(nc3n2CC(C)CN3c2ccc(Br)cc2)n(C)c1=O (stereo not given)	-7	-9	8
COc1ccccc1CN1C(=O)c2ccccc2NC12C(=O)N(C)c1ccccc12 (stereo not given)	-7	.	3
COc1ccccc1CN(C(=O)c1cccnc1N1CCOCC1)C1CC1	-5	-11	-3
COc1ccc(/C=C/C(=O)N2CCCC(Nc3cccc(F)c3)C2)cc1OC (stereo not given)	-8	.	17
COc1ccc2nc(CN3CCN(C(=O)C4(c5ccccc5)CCOCC4)CC3)[nH]c2c1	5	.	5
CN(C)c1ccc(/C=C2\N=C(c3ccccc3)OC2=O)cc1	-3	.	-2

Among those listed so far, these contain a tert-butyl group.
SMILES	hcGAS inh	mcGAS inh	NPYLR7 agonist
CC(C)(C)OC(=O)N1C2CCC1CN(C(=O)c1ccsc1)CC2 (stereo not given)	0	.	3
CC(C)(C)C(=O)NS(=O)(=O)c1ccsc1	8	.	-6
Cc1nc(COC(=O)C2CSCN2C(=O)OC(C)(C)C)no1 (stereo not given)	5	.	-18
COc1cccc(-c2cc(C(=O)N3CCN(c4ccccc4F)CC3)nc3cc(C(C)(C)C)nn23)c1	-2	-3	4

Compounds were not picked by outcome. Share with any hit: about 0.26%.
